Bioassay records: PubChem, Johns Hopkins Ion Channel Center
CHT block = human CHT choline transport inhibition. AID 488975. Q9GZV3. CHT-expressing cells, membrane potential dye, choline response; active compounds read low. B-score at 10 µM. 0.86% of 310,000 active;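 active means B-score over 3 SD under the library average, and starting fluorescence ratio not unusually high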;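 further: choline stimulus applied at its EC90 after an EC20 pre-addition; B-score computed on integrated fluorescence ratio after choline addition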
Target sequence (Q9GZV3 whole entry, looked up): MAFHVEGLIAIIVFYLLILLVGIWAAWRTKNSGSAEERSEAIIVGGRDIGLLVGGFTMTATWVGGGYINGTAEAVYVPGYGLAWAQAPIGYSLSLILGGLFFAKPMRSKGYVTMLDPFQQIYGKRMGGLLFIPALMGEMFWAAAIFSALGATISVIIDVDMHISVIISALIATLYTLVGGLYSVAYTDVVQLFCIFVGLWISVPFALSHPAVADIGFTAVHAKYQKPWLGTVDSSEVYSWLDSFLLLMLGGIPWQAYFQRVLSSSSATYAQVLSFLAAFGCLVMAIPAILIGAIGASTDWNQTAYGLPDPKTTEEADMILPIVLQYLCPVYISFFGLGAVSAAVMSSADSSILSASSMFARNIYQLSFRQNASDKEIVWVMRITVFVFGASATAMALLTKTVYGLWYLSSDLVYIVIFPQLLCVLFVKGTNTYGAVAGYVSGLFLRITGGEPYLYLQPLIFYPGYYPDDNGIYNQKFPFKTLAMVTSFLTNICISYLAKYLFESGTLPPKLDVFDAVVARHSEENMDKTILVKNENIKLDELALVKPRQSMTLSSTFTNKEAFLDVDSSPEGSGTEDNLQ
CHT PAM = allosterically activates the human high affinity choline transporter; B-score at 10 µM; 0.49% of 310,000 active; AID 488977; CHT-expressing cells, membrane potential dye, choline EC20; active compounds read high; LV-AA mutant CHT in HEK293 cells;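 active means initial fluorescence not abnormally high and integrated response B-score, plate-corrected, over 3 SD above library mean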
Calls only; i = inactive. Hits appear at their usual frequency; overall some 1.5% were active at least once.

The first three entries (preview)
SMILES	CHT block	CHT PAM
Cc1ccc(C)c(NS(=O)(=O)c2cc3c4c(c2)CC(=O)N4CCC3)c1	i	i
CCCn1nc(C(=O)OCC(=O)Nc2cccc(OC)c2)c2ccccc2c1=O	i	i
Cc1nnc(NC(=O)CSc2nnc(-c3ccco3)o2)s1	i	i

The whole of this part, from the first entry:
SMILES	CHT block	CHT PAM
Cc1ccc(C)c(NS(=O)(=O)c2cc3c4c(c2)CC(=O)N4CCC3)c1	i	i
CCCn1nc(C(=O)OCC(=O)Nc2cccc(OC)c2)c2ccccc2c1=O	i	i
Cc1nnc(NC(=O)CSc2nnc(-c3ccco3)o2)s1	i	i
Cc1nn(C)cc1NC(=O)Cn1nc(C(F)(F)F)cc1C1CC1	i	i
CCCCc1cc(=O)oc2cc(OCC(=O)Nc3cccnc3)c(Cl)cc12	i	i
COc1cc(NC(=O)CSc2nnc(C)s2)cc(OC)c1OC	i	i
CC(C)N(C(=O)c1ccc(C(=O)Nc2ccc([N+](=O)[O-])cc2)cc1)C(C)C	i	i
c1ccc(CCNc2nc(-c3ccccn3)cs2)cc1	i	i
O=C1c2ccccc2OCOc2ccccc21	i	i
Cc1c(C)n2c(SCC(=O)NCc3ccc4c(c3)OCO4)nnc2[nH]c1=O	i	i
Cc1cc(-c2ccc(C)c(S(=O)(=O)NCCc3ccc(S(N)(=O)=O)cc3)c2)on1	i	i
CC(=O)c1ccc(OCCCC(=O)Nc2cccc(-c3nn[nH]n3)c2)cc1	i	i
O=C(CNS(=O)(=O)c1ccc(F)c(Cl)c1)N1CCCC1	i	i
COc1ccc(OC)c(NC(=O)c2cccc(NC(=O)c3ccccc3)c2)c1	i	i
Cc1ccc(CSCCNC(=O)c2ccc(N(C)S(=O)(=O)c3ccccc3)cc2)cc1	i	i
O=c1[nH]cnc2c1nnn2Cc1ccccc1	i	i
Cc1ccc(NC(=O)C2CCN(C(=O)N3CCOc4ccccc43)CC2)cc1	i	i
CN(CC(=O)Nc1cccc(F)c1)C(=O)CCSc1ccc(F)cc1	i	i
COc1ccc(C(=O)Sc2nncc3ccccc23)cc1	i	i
O=C(c1ccccn1)N1CCN(c2cccc(C(F)(F)F)c2)CC1	i	i
CC(Nc1ccc(N2CCOCC2)cc1)C(=O)N1c2ccccc2CC1C (stereo not given)	i	i
Cc1cccc(C(=O)NNC(=O)C2CCCO2)c1 (stereo not given)	i	i
Cc1sc2nc(CSCC(=O)N(CCC#N)c3ccccc3)[nH]c(=O)c2c1C	i	i
CCN(CC(=O)Nc1c(F)cccc1F)C(=O)Cc1csc(-c2ccccc2)n1	i	i
COc1ccc2c(c1)OC[C@H]1[C@H]2N2C(=O)c3cc(Cl)ccc3NC(=O)[C@@]2(C)[C@H]1c1ccccc1	i	i
COc1cccc(/C=N/Nc2nnc3c(n2)[nH]c2ccccc23)c1OC	i	i
Cc1cc(-c2ccc(C(C)C)c(S(=O)(=O)Nc3cc(C)on3)c2)on1	i	i
Cc1cc(NC(=O)CCc2ccccc2)c([N+](=O)[O-])cc1C	i	i
CCC1CCCCN1CCCNC(=O)c1ccc(CS(=O)(=O)c2ccc(Br)cc2)o1 (stereo not given)	i	i
O=C(O)c1csc(Br)c1Br	i	i
CC(C)(C)C(=O)N1CCN(c2ccc([N+](=O)[O-])c(NCC3CCCO3)c2)CC1 (stereo not given)	i	i
CCOC(=O)C1=C(O)/C(=C/c2cc(OC)c(OC)c(OC)c2)N=C1C	i	i
COc1ccc(-c2cc(-c3cc(OC)ccc3O)[nH]n2)cc1	i	i
CCOc1ccc(CN(C)C(=O)c2ccc3ccccc3n2)cc1	i	i
Cc1cccn2c(=O)nc(SCC(=O)Nc3ccc4c(c3)OCO4)nc12	i	i
O=C(CSCc1ccccc1)Nc1ccc(S(=O)(=O)N2CCOCC2)cc1	i	i
N#CC(=C1CCCC1)c1nc(-c2ccccc2)cs1	i	i
Cc1cc(C)c(S(=O)(=O)N2CCN(S(=O)(=O)N3CCCCCC3)CC2)c(C)c1	i	i
Cc1cccc(-n2ncc3c(N4CCc5ccccc54)ncnc32)c1	i	i
COc1ccc(OC)c(Cc2nnc(CCC(=O)NCc3ccsc3)o2)c1	i	i
CC(C)CCN1CCN(Cc2cccn2-c2ccccn2)CC1CCO (stereo not given)	i	i
CN1CCN(NC(=O)c2cc([N+](=O)[O-])cc([N+](=O)[O-])c2)CC1	i	i
CC(=O)N1CCOc2cc(S(=O)(=O)NCc3ccc(F)cc3)c(C)cc21	i	i
CC(C)c1cc(CNC(=O)c2ccc(OC3CCN(Cc4ccccn4)CC3)cc2)on1	i	i
CCS/C(N)=N/N=C/c1cc(C)ccc1O	i	i
CCN(c1cccc(C)c1)S(=O)(=O)c1cccc(C(=O)O)c1	i	i
CC1Cc2cc(S(=O)(=O)N3CCN(c4cccc(Cl)c4)CC3)ccc2N1C(=O)C1CC1 (stereo not given)	i	i
CSc1nnc2c(n1)OC(C)=Nc1ccccc1-2	i	i
CCOC(=O)c1c(S(=O)(=O)NCCc2ccccc2)c(C)n(C)c1C	i	i
CCCCCCCCOc1ccc(C2OC34CCCCC3C(C#N)(C#N)C2(C#N)C(=N)O4)cc1 (stereo not given)	i	i
CC(C)(C)n1nnnc1CN(Cc1ccco1)Cc1cc2cc3c(cc2[nH]c1=O)OCO3	i	i
Nc1ccc2oc(-c3cccc(Br)c3)nc2c1	i	i
CCOC(=O)c1c(O)c2ccccc2n(-c2ccccc2)c1=O	i	i
O=C(c1ccc2c(c1)C(=O)N(CCCO)C2=O)c1ccc2c(c1)C(=O)N(CCCO)C2=O	i	i
Cn1c(SCC(=O)Nc2ccc(N3CCOCC3)c(Cl)c2)nnc1C(O)c1ccccc1 (stereo not given)	i	i
CC(Oc1ccc(-c2nccc(-c3ccccn3)n2)cc1)C(=O)NN (stereo not given)	i	i
O=C(CSc1nnc(CCCN2C(=O)c3cccc4cccc(c34)C2=O)n1-c1ccccc1)N1CCCCC1	i	i
COc1ccccc1NC(=O)C1=C(C)Nc2nc(-c3cccs3)nn2C1c1cccc(O)c1 (stereo not given)	i	i
COCc1cc(C)n(CC(=O)Nc2ccc(N3CCOCC3)cc2)c(=O)c1C#N	i	i
CCOC(=O)C1=C(C)NC(=S)NC1c1ccco1 (stereo not given)	i	i
Later entries:
SMILES	CHT block	CHT PAM
CSc1cccc(CN2CCC(n3nccc3NC(=O)C3CC3)CC2)c1	i	i
COc1ccc(CCCc2nnc(SCC(=O)Nc3nccs3)n2C)cc1C	i	i
CC(=O)O[C@H]1C(=O)[C@]2(C)[C@H]([C@H](OC(=O)c3ccccc3)[C@]3(O)C[C@H](OC(=O)[C@H](O)[C@@H](NC(=O)c4ccccc4)c4ccccc4)C(C)=C1C3(C)C)[C@]1(OC(C)=O)CO[C@@H]1C[C@@H]2O	i	i
COc1cc(-c2nnc(SCc3cc(=O)oc4cc(O)c(O)cc34)o2)cc(OC)c1OC	i	i
NS(=O)(=O)c1ccc(CNC(=O)c2cc(=O)[nH]c3ccccc23)cc1	i	i
COc1cc2c(cc1OC)-c1cc(NCc3ccccn3)nc(=O)n1CC2	i	i
COCCOC(=O)C1=C(C)NC(=O)NC1C1CC=CCC1 (stereo not given)	i	i
COc1cc(O)oc1C=Nc1ccc(Cl)cc1Cl	i	i
CCc1ccc(CNC(=O)c2cc3c(C)nc4ccccc4c3o2)cc1	i	i
COc1ccc(C)cc1NC(=O)c1cc2c(=O)n3ccccc3nc2n1C	i	i
O=C(CNC(=O)c1ccccc1)c1ccccc1	i	i
CC(=O)NC(C)C(c1cccs1)N1CCN(c2ccccc2)CC1 (stereo not given)	i	i
O=C(/C=N/O)Nc1cccnc1	i	i
Cc1nc(/C=C/c2ccccc2)cc(/C=C/c2ccccc2)n1	i	i
CCC(C(=O)Nc1ccc(C(=O)O)cc1NC(=O)C(CC)c1ccccc1)c1ccccc1 (stereo not given)	i	i
C=CCN(c1ccccc1)S(=O)(=O)c1cc2c(cc1C)N(C)CCO2	i	i
Cc1ccc(NC(=S)Nc2ccc3cn[nH]c3c2)cc1	i	i
CCOC(=O)c1oc2nc3c(cc2c1N)COC(C)(C)C3	i	i
Oc1c(Cl)cc(Cl)cc1Sc1cc(Cl)cc(Cl)c1O	i	i
Cc1c(NC(=S)NC(=O)Cc2ccccc2)cccc1C(=O)O	i	i
CC(=O)Nc1c(F)c(F)c(F)c(F)c1F	i	i
NC(=O)c1cc(S(=O)(=O)NCc2ccccc2)cs1	i	i
Cc1nn(C(C)CC(=O)O)c(C)c1C (stereo not given)	i	i
COc1ccc(N2C(=O)CCC2(C#N)c2ccc(OC)cc2)cc1 (stereo not given)	i	i
CN(C(=O)c1coc(=O)c2ccccc12)c1ccccc1Cl	i	i
Cc1ccc(C(C)NC(=O)/C(C#N)=C\c2c(C)[nH]c3ccccc23)cc1 (stereo not given)	i	i
CCOC(=O)Nc1ccc2c(c1)N(C(=O)CCN(C)C)c1ccccc1S2	i	i
Cc1sc2nc(SCc3nnc(-c4cccs4)o3)n(C3CCCC3)c(=O)c2c1C	i	i
COc1cc2c3c(c1OC)C1(C=CC(=NNC(N)=O)C=C1)CC3N(C(C)=O)CC2 (stereo not given)	i	i
C=CCN1C(=O)CN=C1Nc1ccccc1	i	i

3 compounds picked at random from those above:
SMILES	CHT block	CHT PAM
O=C(CSCc1ccccc1)Nc1ccc(S(=O)(=O)N2CCOCC2)cc1	i	i
Cc1ccc(C(C)NC(=O)/C(C#N)=C\c2c(C)[nH]c3ccccc23)cc1 (stereo not given)	i	i
CCCCc1cc(=O)oc2cc(OCC(=O)Nc3cccnc3)c(Cl)cc12	i	i

Already shown: entries from further up.
SMILES	CHT block	CHT PAM
Cc1ccc(C(C)NC(=O)/C(C#N)=C\c2c(C)[nH]c3ccccc23)cc1 (stereo not given)	i	i
CCOC(=O)Nc1ccc2c(c1)N(C(=O)CCN(C)C)c1ccccc1S2	i	i
Cc1sc2nc(SCc3nnc(-c4cccs4)o3)n(C3CCCC3)c(=O)c2c1C	i	i
COc1cc2c3c(c1OC)C1(C=CC(=NNC(N)=O)C=C1)CC3N(C(C)=O)CC2 (stereo not given)	i	i
C=CCN1C(=O)CN=C1Nc1ccccc1	i	i

Next section:
SMILES	CHT block	CHT PAM
Cc1cc(=O)[nH]c2nnc(SCC(=O)N3CC(C)OC(C)C3)n12 (stereo not given)	i	i
COC(=O)c1c(C(=O)OC)c(-c2cccc(C)c2)n2c1CS(=O)(=O)C2	i	i
O=S(=O)(CCN1CCCCC1)Oc1ccc(Cl)cc1Cl	i	i
O=C(O)CCc1ccc(S(=O)(=O)Nc2ccc(OCc3ccccc3)cc2)cc1	i	i
CCOC(=O)C1CCCN(CC(O)COc2cccc(C)c2)C1 (stereo not given)	i	i
CCn1cc(C(=O)O)c(=O)c2cc(OC)ccc21	i	i
CC(C)(C)C(=O)Nc1ccc(S(=O)(=O)c2ccc(NC(=O)C(C)(C)C)cc2)cc1	i	i
Cc1sc2ncnc(N3CCC(C(=O)Nc4ccc(C#N)cc4)CC3)c2c1C	i	i
COc1ccc(CNC(=O)C(C)n2nc(C)c3c(C)n(-c4ccc(C)cc4)nc3c2=O)cc1 (stereo not given)	i	i
O=C(NCCc1nc2ccccc2[nH]1)c1ccc([N+](=O)[O-])cc1	i	i
Cc1ccc(N(CC(=O)NCCSc2ccccn2)S(C)(=O)=O)cc1	i	i
CC(=O)N(C1=C(N)C(=O)c2ccccc2C1=O)c1ccccc1	i	i
COc1ccc(N2CCN(S(=O)(=O)c3c[nH]c(=O)[nH]c3=O)CC2)cc1	i	i
CC(C)C[C@H](NC(=O)c1nc[nH]c1C(=O)N(C)Cc1ccccc1)C(=O)OC(C)(C)C	i	i
O=C(Nc1ccc([N+](=O)[O-])cc1)c1cc2ccccc2nc1Cl	i	i

The list goes on, starting with the last 5 of the part before.
SMILES	CHT block	CHT PAM
Cc1ccc(N(CC(=O)NCCSc2ccccn2)S(C)(=O)=O)cc1	i	i
CC(=O)N(C1=C(N)C(=O)c2ccccc2C1=O)c1ccccc1	i	i
COc1ccc(N2CCN(S(=O)(=O)c3c[nH]c(=O)[nH]c3=O)CC2)cc1	i	i
CC(C)C[C@H](NC(=O)c1nc[nH]c1C(=O)N(C)Cc1ccccc1)C(=O)OC(C)(C)C	i	i
O=C(Nc1ccc([N+](=O)[O-])cc1)c1cc2ccccc2nc1Cl	i	i
CCN1CCC(NC(=O)Nc2ccccc2C(=O)OC)CC1	i	i
CCCc1nnc(SCC(=O)N2CCCC(C)C2)n1CCCOC (stereo not given)	i	i
Cc1nc2sccn2c(=O)c1S(=O)(=O)Nc1cccc(Cl)c1C	i	i
CC(=O)N1c2ccccc2C2(C)C(C1(C)C)C2(Cl)Cl (stereo not given)	i	i
COc1ccc(-n2c(Cc3cccn3C)nnc2SCC(=O)Nc2ccc(C)c(Cl)c2)cc1	i	i
COc1cc(/C=C2/C(=N)N3C=CSC3=NC2=O)ccc1OCCCOc1c(C)cccc1C	i	i
CN1CCN(c2c([N+](=O)[O-])cnc3ccccc23)CC1	i	i
COc1ccc(C(=O)Cn2cc([N+](=O)[O-])nc2C)cc1	i	i
CC(=O)N[C@H]1[C@H](OCc2ccccc2F)O[C@H](COC(C)=O)[C@@H](OC(C)=O)[C@@H]1OC(C)=O	i	i
O=S(=O)(c1ccccc1)c1nc(-c2ccccc2)oc1N1CCOCC1	i	i
O=C(NC(=S)Nc1ccccc1N1CCOCC1)c1cccc([N+](=O)[O-])c1	i	i
CCOc1ccc(NC(=O)NCCCSC2CCCCC2)cc1	i	i
CC1CCN(CC(=O)Nc2nn(-c3ccccc3)nc2C(N)=O)CC1	i	i
CC(SCc1ccc(C(=O)O)o1)c1ccc(C(=O)O)o1 (stereo not given)	i	i
Cc1ccc(C)n1-c1ccc(N2CCOCC2)nc1	i	i
COc1ccccc1N1CCN(C2CCCN(C(=O)c3cccc(-c4ccco4)c3)C2)CC1 (stereo not given)	i	i
COc1ccccc1CNc1ccc(C(=O)O)cc1	i	i
O=C(NC12CC3CC(CC(C3)C1)C2)C1=COCCO1	i	i
Cc1c(Br)c(C(F)(F)F)nn1CC(=O)N1CCCC1	i	i
CN1CCN(C(=O)c2cn(C)c3ccc(S(=O)(=O)N(C)C4CCCCC4)cc3c2=O)CC1	i	i
CCN1CCC(NC(=O)Nc2ccc(F)cc2)CC1	i	i
